TEAD-YAP block: TEAD-YAP interaction inhibition | HEK-TIYL cells, TEAD-Gal4/YAP UAS-luciferase luminescence | inhibition, % at 9.12 µM | hit rate 1.4% among 640,000 | AID 1259422; in the data active = inhibition above about 32%;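 note: 0% = median of test compound wells and 100% = reference inhibitor wells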
GPR151 activ: human GPR151 activation | activation, % at 11.2 µM | hit rate 1% among 650,000 | PathHunter beta-arrestin GPR151 cells, luminescence | AID 1508602; in the data active = activation above about 4.9%;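 note: 0% = median of compound wells and 100% = cells with positive control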
Target sequence (Q8TDV0 whole entry, looked up): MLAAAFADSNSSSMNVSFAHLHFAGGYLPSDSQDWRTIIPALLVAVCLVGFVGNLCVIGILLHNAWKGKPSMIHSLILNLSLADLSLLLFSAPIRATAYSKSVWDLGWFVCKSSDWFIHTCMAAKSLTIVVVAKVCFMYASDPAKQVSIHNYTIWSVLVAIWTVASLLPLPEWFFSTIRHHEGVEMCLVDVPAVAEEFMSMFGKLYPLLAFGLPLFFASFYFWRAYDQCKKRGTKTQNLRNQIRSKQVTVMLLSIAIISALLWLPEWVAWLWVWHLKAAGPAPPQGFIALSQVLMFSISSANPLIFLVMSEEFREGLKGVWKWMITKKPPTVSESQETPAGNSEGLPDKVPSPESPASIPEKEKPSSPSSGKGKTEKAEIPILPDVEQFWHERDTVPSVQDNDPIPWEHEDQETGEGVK
FBW7 act: human FBW7 E3 ligase activation, primary screen | normalized activity (activation), % at 26.1 µM | hit rate 0.13% among 650,000 | AlphaScreen FBW7–phospho-cyclin E peptide binding, activator screen | Q969H0; in the data active = normalized activity above about 1.9%;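 note: purified mutant Fbw7 with reduced substrate affinity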
Target sequence (Q969H0 whole entry, looked up): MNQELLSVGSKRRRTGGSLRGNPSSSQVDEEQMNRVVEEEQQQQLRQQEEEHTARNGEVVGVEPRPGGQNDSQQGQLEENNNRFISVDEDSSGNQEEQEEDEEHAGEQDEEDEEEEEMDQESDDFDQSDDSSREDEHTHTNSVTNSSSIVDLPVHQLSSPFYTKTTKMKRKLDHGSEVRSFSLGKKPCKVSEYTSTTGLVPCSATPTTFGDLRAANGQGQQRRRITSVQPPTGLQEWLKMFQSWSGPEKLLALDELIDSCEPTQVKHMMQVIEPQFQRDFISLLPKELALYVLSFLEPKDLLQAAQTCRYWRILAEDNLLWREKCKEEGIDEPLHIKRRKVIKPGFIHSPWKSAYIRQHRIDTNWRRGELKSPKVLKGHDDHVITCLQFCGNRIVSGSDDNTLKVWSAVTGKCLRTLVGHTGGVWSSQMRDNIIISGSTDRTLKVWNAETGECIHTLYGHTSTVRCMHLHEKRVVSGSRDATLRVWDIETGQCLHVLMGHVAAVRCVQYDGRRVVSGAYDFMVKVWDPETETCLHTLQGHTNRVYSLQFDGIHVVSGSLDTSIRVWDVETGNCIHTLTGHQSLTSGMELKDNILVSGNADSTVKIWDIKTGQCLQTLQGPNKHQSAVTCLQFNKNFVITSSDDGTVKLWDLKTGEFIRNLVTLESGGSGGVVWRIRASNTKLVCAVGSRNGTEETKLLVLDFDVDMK
MITF primary: inhibitors of human MITF; O75030; AID 1259374; hit rate 0.91% among 650,000; inhibition, % at 2.6 µM; AlphaScreen MITF homodimerization, bead proximity signal; in the data active = inhibition above about 50%;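 note: 0% = vehicle wells with protein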
* hit, by the source's call; & = joins results of further samples.

Sample of the layout, 5 compounds:
SMILES	TEAD-YAP block	GPR151 activ	FBW7 act	MITF primary
CCN1CCCC1CNC(=S)NCc1ccco1 (centres undefined)	-3	-1.6	0.0	-2
O=c1c2ccccc2c(C=Nc2ccccc2)c(O)n1Cc1ccc2c(c1)OCO2	0	-0.7	-0.2	5
COc1ccc(NC(=O)CSc2nnc(CNC(=O)c3ccc(S(=O)(=O)N(C)C)cc3)n2-c2cccc(C)c2)cc1	-2	-0.4	-0.1	1
O=c1oc2cc(OCc3ccccc3Cl)ccc2c2ccccc12	-4	1.0	-0.1	4
CCC(C)(C)n1nnnc1C(c1ccccn1)N1CCC(O)CC1 (centres undefined)	4	-0.3	0.0	-3

The whole of this part (from the top)
SMILES	TEAD-YAP block	GPR151 activ	FBW7 act	MITF primary
CCN1CCCC1CNC(=S)NCc1ccco1 (centres undefined)	-3	-1.6	0.0	-2
O=c1c2ccccc2c(C=Nc2ccccc2)c(O)n1Cc1ccc2c(c1)OCO2	0	-0.7	-0.2	5
COc1ccc(NC(=O)CSc2nnc(CNC(=O)c3ccc(S(=O)(=O)N(C)C)cc3)n2-c2cccc(C)c2)cc1	-2	-0.4	-0.1	1
O=c1oc2cc(OCc3ccccc3Cl)ccc2c2ccccc12	-4	1.0	-0.1	4
CCC(C)(C)n1nnnc1C(c1ccccn1)N1CCC(O)CC1 (centres undefined)	4	-0.3	0.0	-3
O=C(Nn1c(O)c(/C=C2\C=Nc3ccccc32)sc1=S)c1cccc(O)c1	3	1.5	0.0	19
CCOc1ccccc1N(C)C(=O)Cc1c(C(=O)O)[nH]c2ccccc12	9	0.7	-0.1	-4
N#Cc1c(NC(=O)CSc2ccc([N+](=O)[O-])cn2)sc2c1CCCC2	0	-1.1	0.0	-7
COC(=O)C1=C(N)OC2=C(C(=O)CC(c3ccccc3)C2)C1c1cc(OC)c(OC)c(OC)c1 (centres undefined)	-2	-0.6	0.0	9
O=C(/C=C/c1ccc2c(c1)OCO2)NCc1ccc(F)cc1	-2	-0.6	0.5	19
O=S(=O)(c1cccc(-c2nc3ccccc3s2)c1)N1CCCCC1	-5	-2.1	-0.1	-4
O=C(COc1ccccc1)Nc1sc2c(c1C(=O)Nc1ccccc1)CCCCC2	-19	-0.3	0.1	-3
COC(=O)C1CCN(C(=O)c2ccccc2F)CC1	2	-0.2	0.1	21
COc1ccc(CCN2CCc3nc4ccncc4cc3C2)cc1OC	-4	1.3	0.2	3
Cc1ccc(NCC(=O)N/N=C/c2ccc3ccccc3c2)cc1	-6	3.2	0.1	-16
COc1cc(S(=O)(=O)N2CCOCC2)c(OC)cc1Cl	5	0.9	0.1	-8
CC(NCc1ccccc1O)C12CC3CC(CC(C3)C1)C2 (centres undefined)	8	0.7	0.1	1
CSCCC(NC(N)=O)C(=O)NCCc1ccc(Cl)cc1Cl (centres undefined)	11	-0.3	0.0	7
O=C(COc1ccc2ccccc2c1)Nc1cc2c3c(c1)CC(=O)N3CCC2	2	0.9	-0.1	6
O=C(CCC1CCCC1)N1CCN(C(=O)c2cccs2)CC1	-1	0.4	0.0	8
CN1CCN(c2cc(-c3ccc(F)cc3)nc(-c3ccncc3)n2)CC1	-3	-1.4&-1.2	0.4	18
Cc1ccc(C(=O)CSc2nc3ccccc3[nH]2)cc1	-26	-1.9	0.3	8
NC(=O)C1CCN(C(=O)Cc2ccc(-c3ccccc3)cc2)CC1	-1	-1.9	0.3	9
Cc1nnc(SCCC(=O)Nc2cccc(C(F)(F)F)c2)s1	-6	0.3	0.0	1
COc1ccccc1-n1c(SCC(=O)Nc2nccs2)nc2c(sc(=S)n2-c2ccc(C)cc2C)c1=O	-3	0.8	-0.1	-12
C=CCn1c(SC(C(C)=O)C(=O)N(C)C)nc2sc(CC)cc2c1=O (centres undefined)	4	0.3	-0.1	3
CN(C)N1C(N)=C(C#N)C(c2ccccc2Cl)C2=C1CCCC2=O (centres undefined)	5	-1.6	0.1	11
Cc1cc(C)cc(NCN2C(=O)c3ccccc3C2=O)c1	-2	0.5	0.0	13
CCOCCOC(=O)COc1ccc2c(=O)c(Oc3cc(C)ccc3C)coc2c1	12	0.1	0.0	2
CN(Cc1ccccc1)C(=O)c1c[nH]c2ccc(S(=O)(=O)N(C)c3ccc(Cl)cc3)cc2c1=O	14	0.1	-0.1	6
CCOc1ccc(/C=N/Nc2nc3c(c(=O)[nH]c(=O)n3C)n2CC(O)COC(C)C)cc1 (centres undefined)	14	1.5	-0.2	8
Cc1ccc(NC(=O)Cn2cnc3c(nnn3Cc3ccccc3)c2=O)cc1	1	1.1	0.2	17
Cc1ncc2c(c1CNC(=O)CN1CCCCC1)CCN(C(=O)C(=O)c1ccccc1)C2	-1	0.1	0.3	17
COc1cc(Nc2cc(NCc3ccc4c(c3)OCO4)nc(N)n2)cc(OC)c1OC	-5	2.5	0.1	9
CCC(CC)C(=O)Nc1cccc(C(=O)Nc2nnc(SCCOC)s2)c1	-10	0.7	-0.2	-2
COc1ccc(C2C=C(c3ccc(OC(F)F)cc3)Nc3ncnn32)cc1 (centres undefined)	-78	-1.2	-0.2	10
COc1ccc(C[C@@H]2NC(=O)[C@H]3CN(C(=O)c4ccccc4OC)CCN3C2=O)cc1	-1	2.2	-0.1	-15
O=C(NCCNC(=O)c1sc(=S)n2c1[nH]c(=O)c1ccccc12)c1sc(=S)n2c1[nH]c(=O)c1ccccc12	-8	0.4	0.0	-2
O=C(Nc1nnc(/C=C/c2ccccc2)s1)c1cccs1	-2	-0.9	-0.2	6
Cn1c(=O)c2c(nc(N3CCOCC3)n2CCN2CCOCC2)n(C)c1=O	-1	-0.6	0.8	12

Another view of part of the listing above:
Values in the order – TEAD-YAP block, GPR151 activ, FBW7 act, MITF primary
> O=C(Nc1nnc(/C=C/c2ccccc2)s1)c1cccs1
  -2, -0.9, -0.2, 6
> Cn1c(=O)c2c(nc(N3CCOCC3)n2CCN2CCOCC2)n(C)c1=O
  -1, -0.6, 0.8, 12

(more compounds)
SMILES	TEAD-YAP block	GPR151 activ	FBW7 act	MITF primary
CCCOc1ccccc1C1C2=C(CC(C)(C)CC2=O)N(C)C2=C1C(=O)CC(C)(C)C2	6	-1.3	0.0	-6
NC(=S)NNC(=O)Nc1ccc(Cl)c(Cl)c1	-1	-1.4	0.1	-5
COc1ccc(NC(=O)c2cnn(-c3ccccc3)c2NC(=O)c2ccccc2F)c(OC)c1	-3	-0.4	0.0	8
Cc1cc(OC(=O)c2ccc3c(c2)OCO3)c([N+](=O)[O-])c(=O)[nH]1	-6	0.1	0.1	-4
O=C(CCCC(=O)N1CCCCC1)NCc1ccco1	-11	1.0	-0.1	-4
COC(=O)c1ccc(-n2c(/C=C\c3ccc(F)c(F)c3)nc3ccccc3c2=O)cc1	-5	-0.3	-0.1	-3
COc1ccc(Nc2cccc(-c3cccc(O)c3)n2)cc1	-55	0.2	-0.1	14
CC(Sc1nnc(N)s1)C(=O)Nc1nccs1 (centres undefined)	-10	2.4	-0.1	8
COCCOc1ccc(C(F)(F)F)cc1NS(=O)(=O)c1cccc(C#N)c1	-1	-1.4	0.2	6
O=C(c1ccc2nc(N3CCOCC3)sc2c1)N1CCN(c2ccc(F)cc2)CC1	-5	0.3	0.2	-7
COC(=O)/C(C#N)=C/c1c(C)nn(-c2ccccc2)c1Cl	4	0.6	0.1	6
Cc1ccc(S(=O)(=O)NCCN(C(C)C)C(C)C)c(C)c1	-6	-0.2	-0.2	4
CCC1=NN(C(=O)c2ccccc2[N+](=O)[O-])C(O)(c2ccc(Br)cc2)C1 (centres undefined)	-2	0.2	0.0	1
CCOC(=O)c1ccc(Nc2nc(N3CCCC3)nc(N3CCCC3)n2)cc1	12	-0.1	-0.2	4
O=C(CN1CCOc2ccccc2C1)N1CCc2c([nH]c3ccccc23)C1c1ccccn1 (centres undefined)	0	1.7	-0.1	-9
O=[N+]([O-])c1ccc(N2N=C(c3ccccc3)CC2c2ccccc2)cc1 (centres undefined)	-3	-1.1	0.1	-1
CCCCC1=NN(C(=O)c2ccncc2)C(O)(C(F)(F)F)C1 (centres undefined)	-1	-0.9	0.1	-1
COc1ccc(C)c2sc(N(CC3CCCO3)C(=O)c3ccn(C)n3)nc12 (centres undefined)	3	-0.3	-0.6	4
CCCCN(C)S(=O)(=O)c1ccc2c(c1)SCC(=O)N2	6	0.2	0.8	4
COC(=O)C(CC(C)C)NC(=O)CSc1nnc(N)s1 (centres undefined)	3	-0.3	-0.2	0
Cc1ccc(C)c(CC(=O)Nc2nnc(Cc3ccc4c(c3)OCCO4)o2)c1	-6	0.1	-0.1	5
COc1ccc(-n2c(C)cc(C(=O)COC(=O)CNC(=O)c3ccc(C)s3)c2C)cc1	14	2.2	-0.6	-2
Cc1nc2sccn2c1CN1CCN(Cc2ccsc2)C(CCO)C1 (centres undefined)	-4	0.0	0.0	-3
Oc1ccccc1-c1nc2ccccn2c1NCC1CCCO1 (centres undefined)	-2	-0.7	-0.1	7
C=CCn1c(=S)[nH]c2cc(C(=O)Nc3ccc(OC)c(OC)c3)ccc2c1=O	13	-0.9	0.0	-3
Cc1ccccc1OCC(=O)Nc1ccc(Cc2ccc(NC(=O)COc3ccccc3C)cc2)cc1	-4	-1.9	-0.1	-9
CCc1cccc(C)c1NC(=O)c1cc(OC)c(OC)cc1[N+](=O)[O-]	-3	0.6	-0.1	7
CCCn1c(C)cc(C(=O)CCl)c1C	7	-1.6	0.1	19
Cc1ccc(-n2nc3c(c2NC(=O)c2ccc(OC(C)C)cc2)CSC3)cc1	0	-1.7	0.0	-3
CC(C)OCCCN1C(=O)c2[nH]nc(-c3ccccc3O)c2C1c1ccccc1 (centres undefined)	16	-0.7	0.8	14
Cc1cccc(N2C(=O)CC3CS(=O)(=O)CC32)c1C (centres undefined)	0	-1.2	0.0	13
CCOC(=O)c1c(NC(=O)COC(=O)C(CCSC)NC(C)=O)sc2c1CCCC2 (centres undefined)	-3	-0.6	0.0	-1
Cc1ccc2c(c1)-c1c(cnn1CC(=O)Nc1cccc([N+](=O)[O-])c1C)CO2	-6	0.4	0.1	-10
CC1CC(C)CN(C(=O)Cn2nc3c4c5c(sc4ncn3c2=O)CCCC5)C1 (centres undefined)	5	0.4	-0.2	5
CC(C)(C)N1CCN(C(C)(C)C)C1=NC(=O)C(Cl)(Cl)Cl	3	0.2	-0.1	7
COc1cc(NC(=O)c2cc(-c3ccco3)[nH]n2)c2ncccc2c1	-8	1.0	-0.7	9
Cc1ccc(NC(=S)N(CCCN2CCOCC2)Cc2cccs2)c(C)c1	-10	0.2	0.0	-5
Cc1ccc(C(=O)O)cc1S(=O)(=O)N1CCCC1	-6	-0.6	-0.1	4
CC(C)c1ccc(N2C(=O)c3ccccc3C2=O)cc1	-17	1.5	0.0	11
Cn1c(=O)c2[nH]cnc2n(-c2ccccc2)c1=O	2	-1.3	0.5	11
Cc1ccccc1C(=O)NNc1cc(N2CCOCC2)nc(N2CCOCC2)n1	9	0.2	-0.2	8
CCC(C)N1C(=O)/C(=C/c2c(N3CCOCC3)nc3ccccn3c2=O)SC1=S (centres undefined)	-9	-0.1	-0.1	4
CC1CN(C(=O)COC(=O)/C(C#N)=C/c2ccc(Cl)cc2)CC(C)O1 (centres undefined)	0	-1.9	0.1	14
CCCS(=O)(=O)N1CCN(Cc2ccc(F)cc2)CC1	-9	-0.4	0.0	45
CCOc1ccc(-c2noc(CCCC(=O)NCc3ccccc3)n2)cc1OC	-1	-1.3	1.0	17
O=C1OC(c2ccccc2Br)=N/C1=C\c1ccc(I)o1	1	0.4	0.0	11
CCc1[nH]n2c(=O)c3c(nc2c1-c1ccccc1)CCC3	19	0.5	-0.2	13
COc1ccc(N/C=C\C(=O)c2cccnc2)cc1OC	-37	0.7	0.0	0
Cc1cccc(Cn2c(SCC(C)C)nc3c2c(=O)[nH]c(=O)n3C)c1	2	5.2*	0.6	19
COC(=O)c1sc(N)c(C(=O)OC)c1CSc1nnnn1C	-9	2.1	0.0	14
CCC[C@@H]1NC(=O)[C@H]2CN(S(=O)(=O)c3cc(C)ccc3C)CCN2C1=O	13	1.3	0.1	7
Cc1ccc2oc(-c3ccccc3)cc(=NCCN3CCOCC3)c2c1	-1	-2.0	0.1	-6
COc1ccc(N2CC(C(=O)NCc3ccccc3OC)CC2=O)cc1 (centres undefined)	6	1.1	0.4	21
CCOC(=O)c1nn(CCO)c2c1CN(CCC(C)c1ccc(C)o1)CC2 (centres undefined)	-1	1.9	0.0	5
CN(C)S(=O)(=O)c1ccc(C(=O)N2CCC3(CC2)CC(=O)c2ccccc2O3)cc1	-3	1.0	0.1	-9
CC[C@H](Cn1nc(-c2ccc(F)c(F)c2)ccc1=O)NC(=O)CCn1cccn1	2	-0.3	-0.1	11
CCOc1ccc(CCNc2nc(-c3ccc(OC)c(OC)c3)no2)cc1	3	-0.1	0.5	12
COc1ccc(-c2cc(C(F)(F)F)n3nc(C(=O)NCc4cccnc4)c(Cl)c3n2)cc1	-2	0.2	0.2	13

Random excerpt: four compounds from above
SMILES	TEAD-YAP block	GPR151 activ	FBW7 act	MITF primary
COc1ccc(N2CC(C(=O)NCc3ccccc3OC)CC2=O)cc1 (centres undefined)	6	1.1	0.4	21
CN(C)S(=O)(=O)c1ccc(C(=O)N2CCC3(CC2)CC(=O)c2ccccc2O3)cc1	-3	1.0	0.1	-9
O=C1OC(c2ccccc2Br)=N/C1=C\c1ccc(I)o1	1	0.4	0.0	11
CCC[C@@H]1NC(=O)[C@H]2CN(S(=O)(=O)c3cc(C)ccc3C)CCN2C1=O	13	1.3	0.1	7

Another view of some results above:
Order of values – TEAD-YAP block, GPR151 activ, FBW7 act, MITF primary
Cc1ccccc1C(=O)NNc1cc(N2CCOCC2)nc(N2CCOCC2)n1
→ 9, 0.2, -0.2, 8
CCC(C)N1C(=O)/C(=C/c2c(N3CCOCC3)nc3ccccn3c2=O)SC1=S (centres undefined)
→ -9, -0.1, -0.1, 4

Screens (PubChem BioAssay)
